RGS4 act – potentiators or activators of RGS4; AID 463111; B-score at 10 µM; HEK293 M3R/inducible RGS4, carbachol calcium flux Fluo4; stronger effect = lower value; actives 0.92% (n = 310,000);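 active means B-score of the integrated calcium signal more than 4 SD below the library mean, with starting fluorescence not abnormally high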;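 further: negative B-score means reduced calcium response which marks RGS4 activation or potentiation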
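System – HEK293 FlpIn-TREx cells, stable M3R, doxycycline-inducible RGS4 · Reagent – ECmax carbachol challenge · Times – compound preincubation 20 min at room temperature before agonist · Technique – Fluo4 fluorescence kinetic imaging of calcium · Measure – B score of integrated Fluo4 ratio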
RGS4 block – inhibitors of human RGS4; HEK293 M3R/RGS4 inducible, Fluo-4 calcium flux; stronger effect = higher value; triggered by carbachol at its EC20; actives 0.45% (n = 310,000); B-score at 10 µM; P49798;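 active means B-score, a plate-corrected calcium signal, over three deviations above library mean, with baseline fluorescence within five deviations of library mean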;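 further: RGS4 expression induced by doxycycline in cells with stable M3 receptor; B-score is computed from the integrated fluorescence ratio over baseline after carbachol; higher B-score means a larger calcium signal and so more RGS4 inhibition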
KCNQ1 inh – inhibitors of human KCNQ1 potassium channel. B-score at 10 µM. CHO-K1 KCNQ1, FluxOR thallium flux fluorescence; stronger effect = higher value. P51787. AID 2642. actives 1.3% (n = 310,000);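 active means compounds whose thallium flux B-score, printed positive for inhibition, exceeds three library SD while starting fluorescence stays within three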;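 further: channel opened by potassium depolarization with thallium stimulus after 20 min compound exposure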
Target sequence (P51787 whole entry, looked up): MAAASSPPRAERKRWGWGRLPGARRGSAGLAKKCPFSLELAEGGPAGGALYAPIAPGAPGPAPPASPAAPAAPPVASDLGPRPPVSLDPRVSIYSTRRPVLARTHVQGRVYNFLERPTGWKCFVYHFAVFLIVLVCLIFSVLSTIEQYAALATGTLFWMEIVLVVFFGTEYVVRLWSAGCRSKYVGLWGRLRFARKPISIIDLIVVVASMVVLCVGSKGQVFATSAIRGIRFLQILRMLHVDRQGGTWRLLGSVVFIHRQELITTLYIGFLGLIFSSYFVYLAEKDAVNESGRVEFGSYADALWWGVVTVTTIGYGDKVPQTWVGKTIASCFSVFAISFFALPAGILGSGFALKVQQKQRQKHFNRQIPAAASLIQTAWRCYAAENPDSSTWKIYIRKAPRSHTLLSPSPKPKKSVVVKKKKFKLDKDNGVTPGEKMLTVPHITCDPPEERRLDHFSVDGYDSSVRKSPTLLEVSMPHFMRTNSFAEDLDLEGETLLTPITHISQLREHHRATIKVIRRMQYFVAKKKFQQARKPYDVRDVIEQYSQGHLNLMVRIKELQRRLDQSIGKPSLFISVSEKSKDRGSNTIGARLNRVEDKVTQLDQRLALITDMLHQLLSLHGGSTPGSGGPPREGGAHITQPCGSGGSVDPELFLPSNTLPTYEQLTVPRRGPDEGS
KCNK9 block – inhibitors of human KCNK9 two-pore domain potassium channel. Q9NPC2. HEK293 KCNK9, FluxOR thallium flux fluorescence; stronger effect = lower value. B-score at 10 µM. actives 1.2% (n = 310,000). AID 488922;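 active means ratio B-score over 3 SD below the library mean, with starting fluorescence within 5 SD of its mean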;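 further: negative B-score means less thallium flux so channel inhibition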
Target sequence (Q9NPC2 whole entry, looked up, the tested form may be a part): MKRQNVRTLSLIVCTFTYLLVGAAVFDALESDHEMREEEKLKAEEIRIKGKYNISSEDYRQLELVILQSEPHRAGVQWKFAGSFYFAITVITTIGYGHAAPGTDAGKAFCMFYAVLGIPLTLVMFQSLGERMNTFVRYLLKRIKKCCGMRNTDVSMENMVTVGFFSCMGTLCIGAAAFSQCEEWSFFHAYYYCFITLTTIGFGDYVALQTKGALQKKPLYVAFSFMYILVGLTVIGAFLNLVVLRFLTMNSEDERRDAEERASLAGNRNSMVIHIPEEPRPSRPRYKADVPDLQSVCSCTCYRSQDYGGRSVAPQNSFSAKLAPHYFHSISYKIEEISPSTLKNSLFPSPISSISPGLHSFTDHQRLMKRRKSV
GSK3A inh – blocks human GSK-3 alpha kinase | inhibition, % at 10 µM | actives 0.1% (n = 320,000) | P49840 | ADP-Glo luminescence, 60 min;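 in the data active means inhibition above about 50%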;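 further: GST-tagged GSK-3 alpha with peptide substrate and 25 µM ATP; 0% = DMSO neutral wells and 100% = GW8510 positive control wells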
PolyA inhibitor – inhibitors of polyadenylation in S. cerevisiae; S. cerevisiae SKY197-pL101 polyadenylation reporter, beta-gal luminescence; efflux-impaired pdr1/pdr3 knockout yeast; score 100 = 6 SD above DMSO; calls only at 12 µM; actives 0.02% (n = 300,000);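 active means lowest replicate activity score at least 50, where 100 means six control SD above control mean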;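 further: yeast exposed to compound for 9 h at 30 °C; higher score means more reporter readthrough which indicates perturbed polyadenylation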
KCNQ1 act – potentiates or activates the human KCNQ1 potassium channel | CHO-K1 KCNQ1, thallium flux FluxOR fluorescence; stronger effect = higher value | B-score at 10 µM | actives 0.35% (n = 310,000) | AID 2648;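 active means fluorescence ratio B-score, a plate-corrected score, at least three library SD, with initial intensity B-score within 5 SD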
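Assay system: CHO-K1 cells stably expressing KCNQ1; Medium: assay buffer with matched DMSO; Also added: K+/Tl+ depolarizing stimulus; Dosing: single dose; Timing: dye 90 min, compound 20 min, room temperature; Measured by: kinetic FluxOR thallium fluorescence, 10-s 1-Hz baseline, 110-s post-stimulus read; Read-out: peak-minus-minimum fluorescence over initial fluorescence, negative-control normalized, B-scored.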
DYRK1A inh – Dyrk1A (rat) kinase inhibition; Q63470; ADP-Glo luminescence, NFATc1 peptide; inhibition, % at 12.5 µM; actives 0.43% (n = 310,000); AID 504441; in the data active means inhibition above about 50%;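 further: plate controls were vehicle with enzyme for no effect and no enzyme for full effect; many of its hits are not listed in these tables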
GSK3beta inhib – inhibitors of human GSK3beta kinase; P49841; actives 0.038% (n = 300,000); activity score (negative = inhibition), % at 10 µM; GST-GSK3beta kinase, ADP-Glo luminescence, 60 min; stronger effect = lower value;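 active means more than half of replicate wells score below -50%, meaning over 50% inhibition versus plate controls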;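 further: 0% = median DMSO wells and -100% = median GW8510 positive control wells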
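Assay system: GST-fused GSK3beta enzyme, cell-free / Medium: Tris pH 7.5 buffer with MgCl2, DTT, BSA, heparin / Also added: peptide substrate plus 25 µM ATP (final) / Compound: 10 µM single point / Timing: kinase reaction with compound 60 min at room temperature / Detection: ADP-Glo luminescence / Benchmarks: DMSO neutral wells and GW8510 at 20 µM as positive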
KCNK3 block – human KCNK3 channel inhibition, primary screen; actives 0.84% (n = 340,000); CHO-KCNK3 thallium flux, FluxOR fluorescence; stronger effect = lower value; B-score at 10 µM; AID 602410; O14649;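 active means B-score under library mean minus 4 SD, starting fluorescence ratio at most library mean plus 5 SD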;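 further: more negative B-score means stronger inhibition of thallium flux through KCNK3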
hERG rescue – shields human hERG channel from block by proarrhythmic agents; actives 0.51% (n = 310,000); CHO-hERG, FluxOR thallium flux, dofetilide IC70 present; AID 1511; activation (rescue from dofetilide block), less the hit threshold, % at 10 µM; Q12809;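 active means activation above the mean of controls blocked by dofetilide plus 5 SD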;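 further: thallium influx through hERG after potassium depolarization seen as dye fluorescence rise; in these data hits start at about 4.7%; inactives centre near -7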
Starred values were filed as active, the others as inactive; i = inactive; · = not tested or not shown.

SMILES	RGS4 act	RGS4 block	KCNQ1 inh	KCNK9 block	GSK3A inh	PolyA inhibitor	KCNQ1 act	DYRK1A inh	GSK3beta inhib	KCNK3 block	hERG rescue
S=c1nc[nH]c2c1sc1nc(-c3ccccc3)c3c(c12)CCCC3	i	i	i	i	-6	i	60*	5	2	i	52*
COc1ccc(C(=O)NCC(=O)OCn2nnc3ccccc3c2=O)cc1OC	i	i	i	i	-1	i	i	·	0	·	2
CN(N)c1nc2ccccc2nc1C(F)(F)F	i	i	i	i	1	i	i	3	1	i	-4
Cc1cccc(C(=O)NCc2nnc(SCC(=O)Nc3nncs3)n2C)c1	i	i	i	i	3	i	i	5	2	i	-7
CCOc1ccc(NC(=O)c2csc3c2CCCC3)cc1	i	i	i	i	0	i	i	-6	1	i	-4
c1ccc2c(c1)nc(-c1ccncc1)n1nnnc21	i	i	i	i	-2	i	i	·	-3	i	0
COC(=O)CSC1=C(C#N)C(=O)NC2(CCCCC2)S1	i	i	i	i	-2	i	i	6	-4	i	-8
CCOC(=O)CN1C(=O)CN(c2ccc(C)c(C)c2)C1=O	i	i	i	i	1	i	i	-2	0	i	-3
CC(C)Cn1c(N)c(C(=O)COC(=O)c2cc(F)cc(F)c2)c(=O)n(C)c1=O	i	i	i	i	-2	i	i	1	2	i	-20
COCCOC(=O)c1c(C)oc2ccc(OCc3cc(C(=O)OC)oc3C)cc12	i	i	i	i	-2	i	i	-1	-3	i	2
CCOC(=O)C1CCN(S(=O)(=O)c2c(Cl)ccc3nonc23)CC1	i	i	i	i	-1	i	9*	-4	-2	i	-19
Cc1ccc(N2C(=O)C(F)(F)C2c2ccccc2)cc1 (stereo not drawn)	i	i	i	i	-1	i	i	-3	3	i	-2
COc1ccc(C(=O)NNC(=O)C23CC4CC(CC(C4)C2)C3)c(OC)c1	i	i	i	i	2	i	i	-5	0	i	-7
O=C(Nc1cccc2ccccc12)c1ccccc1	i	i	i	i	-2	i	i	-1	3	i	-1
COc1ccc2[nH]c(=O)c(CN(C(=O)c3cccnc3)c3cccc(C)c3)cc2c1	i	i	i	i	-1	i	i	2	0	i	-7
CC(=O)c1cccc(OCC(=O)Nc2cc(Cl)ccc2-n2cncn2)c1	i	i	i	i	-1	i	i	15	1	i	-10
Cc1nc2c(-c3ccc(F)cc3)c(C)nn2c(C)c1CCC(=O)NCCN1CCOCC1	i	i	i	i	-1	i	i	2	4	i	-12
O=C(CNc1ccc(Oc2ccccc2)cc1)N1CCOCC1	i	i	i	i	1	i	i	0	-4	i	-1
CC(C)CNS(=O)(=O)c1ccc(C(=O)Nc2ccc3c(c2)OCCO3)cc1	i	i	i	i	-4	i	i	5	3	i	2
CN(c1c(C#N)c(C(F)(F)F)nn1C)N(S(C)(=O)=O)S(C)(=O)=O	i	i	i	i	3	i	i	-1	3	i	-3
CNC(=O)COC(=O)c1ccc([N+](=O)[O-])cc1Cl	i	i	i	i	-2	i	i	2	0	i	-6
CCc1cc2c(=O)c(-c3nc4ccccc4n3C)c(C)oc2c(CN2CCCCC2)c1O	i	i	i	i	0	i	i	-3	-2	i	-12
CC(=O)NC1C(=O)N(CCc2ccccc2)c2ccccc21 (stereo not drawn)	i	i	i	i	1	i	i	0	2	i	-7
O=C(CS(=O)(=O)Cc1ccccc1)N1CCc2ccccc2C1	i	i	i	i	·	i	i	-7	-2	i	-13
CCOC(=O)c1c(-c2ccccc2)oc2ccc(O)cc12	i	i	i	i	0	i	i	11	-3	i	-5
Cc1ccc(C)c(N2CCN(C(=O)COc3cc(=O)n(C)c4ccccc34)CC2)c1	i	i	i	i	2	i	i	8	-3	i	-17
COc1ccc(OC)c(/C=N/NC(=O)C(O)c2ccccc2)c1 (stereo not drawn)	i	i	i	i	1	·	i	8	1	i	-5
Cc1ccc2nc(-c3cccnc3)cc(C(=O)N3CCN(c4ccc([N+](=O)[O-])cc4)CC3)c2c1	i	i	i	i	0	i	i	5	0	i	-30
CCn1c(SCC#N)nc2c(c1=O)C1(CCCC1)Cc1ccccc1-2	-10*	i	i	-12*	-1	·	i	-1	-2	i	-7
C#CCNC(=O)C1=C[C@H](c2ccc(C(F)(F)F)cc2)[C@@H](CCCO)[C@H](OCC)O1	i	i	i	i	-2	i	i	0	0	i	-7
Cc1noc(C)c1COC(=O)CCCc1nc2ccccc2s1	i	i	i	i	-2	i	i	-12	-2	i	-13
CC(C)CN(C(=O)COC(=O)CSc1ccccc1)c1c(N)n(Cc2ccccc2)c(=O)[nH]c1=O	i	i	i	i	-2	i	i	4	0	i	-14
CC1=C(C(=O)Nc2ccccc2)C(c2ccccn2)n2ncnc2N1 (stereo not drawn)	i	i	i	i	1	i	i	6	1	i	-4
O=C(CSc1nc2ccccc2c(=O)[nH]1)c1ccc(O)c(O)c1	i	i	i	i	13	i	i	23	-2	i	-6
CCOC(=O)c1ccc(NC(=O)C2C3C=CC(C3)C2C(=O)O)cc1 (stereo not drawn)	i	i	i	i	-3	i	i	4	7	i	-9
CCO[C@@H]1OC(C(=O)N2CCOCC2)=C[C@H](C(C)(C)C)[C@H]1CCCO	i	i	i	i	0	i	i	·	2	i	-4
COc1ccc(C(CCN2CCCC2)c2c(O)cc(OC)cc2OC)cc1 (stereo not drawn)	i	i	i	i	0	i	i	-9	0	i	-3
CCN(CC(=O)NCc1ccc(Cl)cc1)C(=O)CSCC(=O)Nc1ccc(OC)cc1	i	i	i	i	0	i	i	·	1	i	-16
COc1ccc(N2C(=O)CC(N3CCN(c4ccc(S(=O)(=O)N5CCCC5)cc4)CC3)C2=O)cc1 (stereo not drawn)	i	i	i	i	0	i	i	1	-2	i	-4
CCCc1ccc(C(=O)NNc2cc(Cl)ccc2Cl)cc1	i	i	i	i	-2	i	i	·	-3	i	-6

5 records drawn at random from those above:
SMILES	RGS4 act	RGS4 block	KCNQ1 inh	KCNK9 block	GSK3A inh	PolyA inhibitor	KCNQ1 act	DYRK1A inh	GSK3beta inhib	KCNK3 block	hERG rescue
CC(C)CN(C(=O)COC(=O)CSc1ccccc1)c1c(N)n(Cc2ccccc2)c(=O)[nH]c1=O	i	i	i	i	-2	i	i	4	0	i	-14
CNC(=O)COC(=O)c1ccc([N+](=O)[O-])cc1Cl	i	i	i	i	-2	i	i	2	0	i	-6
C#CCNC(=O)C1=C[C@H](c2ccc(C(F)(F)F)cc2)[C@@H](CCCO)[C@H](OCC)O1	i	i	i	i	-2	i	i	0	0	i	-7
CC1=C(C(=O)Nc2ccccc2)C(c2ccccn2)n2ncnc2N1 (stereo not drawn)	i	i	i	i	1	i	i	6	1	i	-4
CCN(CC(=O)NCc1ccc(Cl)cc1)C(=O)CSCC(=O)Nc1ccc(OC)cc1	i	i	i	i	0	i	i	·	1	i	-16

Later entries:
SMILES	RGS4 act	RGS4 block	KCNQ1 inh	KCNK9 block	GSK3A inh	PolyA inhibitor	KCNQ1 act	DYRK1A inh	GSK3beta inhib	KCNK3 block	hERG rescue
COc1ccc(/C=N/NC(=O)c2nc(Cl)c(Cl)c(N)c2Cl)cc1COc1ccccc1F	i	i	i	i	1	i	i	0	2	i	-4
CCOc1cc(CNc2cccc3[nH]c(C)nc23)ccc1OC	i	i	i	i	2	i	i	6	0	i	-2
CCOC(=O)CNC(=S)N(Cc1ccc(C)cc1)Cc1ccc(C)o1	i	i	i	i	1	i	i	-2	-1	i	-7
Cc1ccc(C)c(NC(=O)C2CCCC2)c1	i	i	i	i	-2	i	i	1	2	i	-5
Cc1ccc(CNC(=O)C2CCCN(Cc3cnn(-c4ccccc4)c3-n3cccc3)C2)cc1 (stereo not drawn)	i	i	i	i	-3	i	i	0	2	i	-16
COc1ccc(-c2cc3nc(-c4ccccc4)cc(N4CCCC(O)C4)n3n2)cc1 (stereo not drawn)	i	i	9*	i	-5	i	i	-1	-2	i	-22
C/C(=C/CCC(C)[C@H]1CC[C@@]2(C)C3=C(CC[C@]12C)[C@@]1(C)CCC(=O)C(C)(C)[C@@H]1CC3)C(=O)O (stereo partly drawn)	-12*	i	i	i	-1	i	26*	2	2	i	39*
CN(CCO)CC(O)CN(c1ccccc1)c1ccccc1 (stereo not drawn)	i	i	i	i	1	i	i	1	-4	i	-11
CCc1sc(C(=O)Nc2nccs2)cc1C	i	i	i	i	-2	i	i	2	0	i	-10
CCCn1c(=O)n(C)c(=O)c2c(SCC(=O)NC34CC5CC(CC(C5)C3)C4)nc(CC(C)C)nc21	i	i	8*	i	2	i	i	-9	2	i	-19
COc1ccc(Br)c(C(=O)Nc2ccc(F)cc2)c1	i	i	i	i	-2	i	i	-1	1	i	-1
CCCCn1c(SCC(=O)c2ccc(OCC)cc2)nc2cc(S(N)(=O)=O)ccc21	i	i	i	i	1	i	i	-6	0	i	-4
O=C(NCCN1CCOCC1)c1c[nH]c2ccc(S(=O)(=O)N3CCOCC3)cc2c1=O	i	i	i	i	-1	i	i	-7	1	i	-11
Cc1cc(C(=O)N/N=C/c2ccc(-c3ccc([N+](=O)[O-])cc3Cl)o2)n[nH]1	i	i	i	i	-3	i	i	·	1	i	-3
O=C(CCNS(=O)(=O)c1ccc(Br)cc1)NC1CCCCC1	i	i	i	i	0	i	i	-8	-3	i	-4
FC(F)(F)c1ccc(C2[C@H]3CN(Cc4cccnc4)[C@H](c4ccccc4)C34CC2(c2ccccc2)C4)cc1 (stereo partly drawn)	i	i	i	i	-4	i	i	2	-3	i	-5
Cn1c(=O)[nH]c(=O)c2c1nc(N1CCNCC1)n2CCOc1ccccc1	i	i	i	i	-4	i	i	-10	0	i	-2
CCn1ccnc1CN(C)C(=O)c1cc(COc2ccc(Cl)cc2OC)on1	i	i	i	i	4	i	i	-1	-5	i	-10
CC(C)(c1ccccc1)c1ccc(OCCCN2CCNCC2)cc1	i	i	i	i	·	i	i	0	-7	i	-9
COc1ccc(C(=O)c2c3ccc([N+](=O)[O-])cc3[n+]([O-])n2CCCN)cc1	i	i	i	i	3	i	i	-1	-4	i	-9

High-throughput results deposited in PubChem BioAssay by several laboratories.

Only part of the results is shown; count on the stated rates, not on these rows.
